Assay outcomes deposited in PubChem by National Center for Advancing Translational Sciences (NCATS).
BRCA1 expr act: activators of BRCA1 expression; MCF7-BRCA1-FFLuc reporter, luminescence, 48 h; response scale: scaled: vehicle 0%, 10 µM genistein 100%; Potency, µM (doses to about 46.1 µM), without a hit: at the top dose activation, most hits filed as activators; 380,000 tested, 1.1% active; further: potency means the concentration at half of the fitted maximal effect; nearly all actives have a fitted effect of over 80% in size; some results filed as inactive show a strong effect at the top dose
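Luminescence from a BRCA1-driven firefly luciferase in MCF7 cells was the read-out, taken 15 min after substrate addition following 48 h compound exposure at 37 °C. Data were normalized to a 10 microM genistein control and DMSO vehicle.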
PTAP TSG101 blk: blocks PTAP/TSG101 interaction to inhibit HIV-1 budding; 340,000 tested, under 10 active; Q99816; Potency, µM (highest dose often 115 µM), without a hit: at the top dose activity change, negative = inhibition, actives largely listed as inhibitors; Fluorescence polarization, FITC-PTAP peptide / Tsg101 binding; AID 493005; active means well fitted inhibition curve with a large enough effect in the main read-out, with a control signal flat, not every such curve was filed as active; inconclusive means small, poorly fitted or top-dose-only effect, or effect the other way, or a change in a side signal; inactive means no such curve, though single readings can be large or run the other way; further: potency means the concentration at half of the fitted maximal effect; % of control where 0% means no effect
Target sequence (Q99816 whole entry, looked up): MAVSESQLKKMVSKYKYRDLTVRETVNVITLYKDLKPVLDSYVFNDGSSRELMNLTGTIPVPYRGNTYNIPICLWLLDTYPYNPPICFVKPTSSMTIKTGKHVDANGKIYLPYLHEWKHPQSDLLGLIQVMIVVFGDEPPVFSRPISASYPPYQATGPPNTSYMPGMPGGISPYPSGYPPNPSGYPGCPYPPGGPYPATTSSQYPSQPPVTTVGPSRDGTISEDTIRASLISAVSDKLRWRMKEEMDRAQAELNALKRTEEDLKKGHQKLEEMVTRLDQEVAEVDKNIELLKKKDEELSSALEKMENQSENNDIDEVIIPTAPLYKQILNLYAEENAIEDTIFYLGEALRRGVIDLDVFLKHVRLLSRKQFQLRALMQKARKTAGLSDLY
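Tsg101 binding domain (10 uM final) was mixed with compound and a FITC-labeled PTAP peptide (50 nM final) in HEPES pH 7.5 buffer with NaCl, Tween 20, EDTA and TCEP; fluorescence polarization was read after 20 min at r.t.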
USP2a inh: USP2a (human) protease inhibition; O75604; AID 463254; USP2 core, Ub-CHOP2 coupled fluorogenic reporter, 485/531; Potency, µM (doses to about 38.3 µM), without a hit: at the highest dose activity change, negative = inhibition, most hits filed as inhibitors; 330,000 tested, 0.01% active;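 further: potency means the concentration at half of the fitted maximal effect; plate controls were DMSO wells for no effect and full inhibition by NEM control for full effect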
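Deubiquitinase activity read as fluorescence (485/531 nm) after Ub-CHOP2 cleavage activates the enterokinase reporter on its substrate; USP2 core 10nM, Ub-CHOP2 and substrate 25nM each, 30min compound preincubation then 60min RT; data normalized to NEM, curves fitted.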
ELG1 genotoxic: inducers of genotoxicity in HEK293T ELG1-luciferase cells; HEK293T ELG1-luciferase reporter, luminescence, 16 h; Potency, µM (doses to about 46 µM), inactives show at the highest dose activity change, positive = activation, actives largely listed as activators; 330,000 tested, 1.3% active; further: potency means the concentration at half of the fitted maximal effect; % of control where 0% means no effect; nearly all actives have a fitted effect of over 60% in size
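HEK293T cells expressing luciferase-tagged ELG1 were treated with compound or DMSO for 16 hr at 37°C. Luciferase activity was then read after 30 min with ONE-Glo at room temperature; rising signal flags genetic stress.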
Integrin act MD: integrin-mediated muscular dystrophy alleviation activation | alpha7betagal myoblasts, beta-gal FDG fluorescence, 48 h | Potency, µM (doses to about 38.3 µM), for the others: top-dose activation, usual class: activators | 350,000 tested, 0.064% active | AID 624291;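 further: potency means the concentration at half of the fitted maximal effect; 100% = response of the positive control SU9516; nearly all actives have a fitted effect of over 60% in size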
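Alpha7betagal+/- myoblasts (passage 13) were plated 16-24 hr, then exposed to compounds (1:260 dilution of DMSO stock) for 48 hours at 37C. After MPER lysis, β-galactosidase reporter activity was read as FDG fluorescence (ex 480/em 540) after 30 minutes.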
B2AR arrestin: recruits beta-arrestin to the human beta2-adrenergic receptor; P07550; beta-arrestin recruitment to beta2AR, cell-based reporter; Potency, µM (highest dose often 46.1 µM), for inactives: at the top dose activation, most hits filed as activators; 330,000 tested, 0.02% active; AID 492947;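 further: potency means the concentration at half of the fitted maximal effect; 0% = DMSO controls and full agonism = EC100 isoproterenol or metaproterenol; nearly all actives have a fitted effect of over 65% in size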
Target sequence (P07550 whole entry, looked up): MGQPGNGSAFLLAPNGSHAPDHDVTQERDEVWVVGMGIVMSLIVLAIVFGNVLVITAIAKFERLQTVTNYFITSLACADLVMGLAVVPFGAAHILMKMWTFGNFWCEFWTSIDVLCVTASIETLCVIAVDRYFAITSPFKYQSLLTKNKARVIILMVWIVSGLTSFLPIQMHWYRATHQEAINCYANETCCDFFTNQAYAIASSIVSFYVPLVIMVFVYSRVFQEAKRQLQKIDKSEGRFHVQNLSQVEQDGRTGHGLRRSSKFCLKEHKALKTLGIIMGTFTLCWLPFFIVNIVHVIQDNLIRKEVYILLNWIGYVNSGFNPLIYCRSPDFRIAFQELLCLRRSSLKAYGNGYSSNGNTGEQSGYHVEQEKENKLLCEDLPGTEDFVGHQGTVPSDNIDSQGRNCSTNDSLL
p53 reactivator: mutant p53 re-activation in reporter cells; H1299 p53-A138V BP100-luciferase reporter, luminescence, 24 h; 320,000 tested, 0.063% active; AID 504706; Potency, µM (highest dose often 92.2 µM), for inactives: at the highest dose activity change, positive = activation, actives largely listed as activators; further: potency means the concentration at half of the fitted maximal effect; % of control where 0% means no effect; nearly all actives have a fitted effect of over 45% in size
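p53-null H1299 cells stably carrying temperature-sensitive p53-A138V and a BP100-luciferase reporter were pinned with compounds (4-point, 1:5 series) and held 24 hrs at 37 deg C. Luminescence was read 10 min after detection reagent.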
S-ASM inh: inhibitors of human secretory acid sphingomyelinase; AID 504937; 340,000 tested, 0.006% active; placental ASM, HMU-PC fluorogenic substrate, 60 min; Potency, µM (highest dose often 57.5 µM), for the others: at the top dose activity change, negative = inhibition, usual class: inhibitors; further: potency means the concentration at half of the fitted maximal effect
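Human placenta-derived ASM preincubated with compound 10 min at room temperature, then reacted with 9 uM (final) fluorogenic HMU-PC substrate for 60 min at 37 C. Stop solution raises pH to 10; fluorescence read at Ex 386/Em 447 nm.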
uPA surface inh: inhibitors of cell surface uPA generation; cell surface uPA generation assay, qHTS; Potency, µM (top dose mostly 38.3 µM), for inactives: at the highest dose activity change, negative = inhibition, hits mostly inhibitors; 330,000 tested, 0.31% active; active means well fitted inhibition curve with a large enough effect; inconclusive means small, poorly fitted or top-dose-only effect; inactive means no such curve, though single readings can be large or run the other way; tested in mouse RAW 264.7 cells; further: potency means the concentration at half of the fitted maximal effect; on the % scale 0 is the no-effect control and ±100 the full control effect; nearly all actives have a fitted effect of over 55% in size
Eya2 inh: Eya2 (human) phosphatase inhibition; 330,000 tested, 0.006% active; Potency, µM (series often up to 76.9 µM), inactives show at the highest dose activity, negative = inhibition, hits mostly inhibitors; recombinant Eya2, OMFP fluorescence dephosphorylation (OMFP is methylfluorescein phosphate); AID 488837; further: potency means the concentration at half of the fitted maximal effect; on the % scale 0 is the no-effect control and ±100 the full control effect
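Eya2 (0.2 uM) preincubated 10 min at ambient with compound, then OMFP substrate added at 50 uM; 10 min reaction in 50 mM HEPES pH 7.5, 50 mM NaCl, 5 uM MgCl2, 0.05% BSA, 1 mM DTT. Fluorescence read at Ex 485/Em 525 nm.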
TRPV1 agonist: activates the human vanilloid receptor TRPV1; 320,000 tested, 0.19% active; activation, % at 8.33 µM; TRPV1-expressing cells, Fluo-8 calcium influx, agonist mode; in the data active means activation above about 80%; inconclusive means between about 30% and that limit; further: 0% is about no effect
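Cells expressing TRPV1 were dye-loaded with Fluo-8 and read kinetically: 10 s baseline, 3 min after compound (agonist portion), then 2 min after EC20 capsaicin (allosteric enhancer portion). Calcium-bound dye fluorescence at 480/520 nm.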
An asterisk follows results filed as active; i = inactive; ? = inconclusive; . = no result given; [ ] = dose if it differs, or a comment. Unless noted, the call rests on the fitted dose curve; in most records, active means well fitted curve in the direction sought with a large enough effect; inconclusive means small, poorly fitted or top-dose-only effect, or another doubt; inactive means no such curve, though single readings can be large; an effect the other way counts as inactive or inconclusive.

SMILES	BRCA1 expr act	PTAP TSG101 blk	USP2a inh	ELG1 genotoxic	Integrin act MD	B2AR arrestin	p53 reactivator	S-ASM inh	uPA surface inh	Eya2 inh	TRPV1 agonist
Cc1ccc(CS(=O)Cc2ccc(C(=O)N3CCN(c4ccccc4)CC3)o2)cc1 (centres undefined)	-2%	-2%	-1%	-6%	-9%	-0.8%	11%	5%	4%	4%	0
CCc1sc(N(C(=O)Cc2ccccc2)c2cccc(F)c2)nc1-c1ccc(C)cc1	-21%	2%	2%	-1%	7%	-0.1%	-1%	-5%	2%	-12%	.
CN1OC[C@@H]2CN(Cc3ccc(Cl)cc3)[C@H](c3cccc(Br)c3)C[C@@H]21	-4%	-2%	.	.	0%	.	.	-6%	-8%	.	.
Oc1ccc(N2CCN(Cc3cc4c(cc3Br)OCCO4)CC2)cc1	-64%	-10%	-1%	7%	-54%[inhibitor]	0.4%	-6%	3%	-5%	-2%	-2
O=C(c1cccc([N+](=O)[O-])c1)n1nc(-c2ccccc2)nc1NCc1ccccc1	10µM*	-5%	1%	10%	18%	-0.9%	26%	-4%	1%	-3%	1
O=C(/C=C/c1cccs1)NC(=S)Nc1ccc(C(=O)O)cc1	18%	0%	-1%	2%	-38%	0.2%	5%	-1%	-19%	?	.
COc1ccc(-c2oc(=O)c3cc(OC)c(OC)cc3c2/C=C/c2ccc(F)cc2)cc1	-55%	-6%	2%	2%	-6%	-0.1%	-3%	120%[activator]	12%	-10%	4
CC(Cc1ccccc1)C(=O)N1CCN(C)CC1 (centres undefined)	6%	1%	3%	1%	2%	-0.6%	16%	4%	-10%	4%	0
Cc1ccc(N=Cc2cccc(O)c2O)c(C)c1	-55%	.	2%	-2%	.	4.0%	-41%[inhibitor]	.	.	-2%	2
CC/C(C)=N/NC(=S)NCc1ccco1	2%	0%	-1%	-2%	-7%	0.3%	-2%	4%	0%	5%	1
CN1CCN(c2ccc([N+](=O)[O-])cc2/C=N/NC(=O)c2ccc(F)cc2)CC1	-13%	-1%	2%	0%	7%	-0.1%	3%	-7%	1%	-22%	3
CCCCc1ccc(NC(=S)Nc2ccc(Cl)c(S(=O)(=O)N(C)C)c2)cc1	-98%[inhibitor]	-1%	1%	1%	-38%[inhibitor]	-0.5%	10%	-15%	-2%	-3%	-3
CC#CCCC(=O)N1C=Cc2ccccc2C1C#N (centres undefined)	-10%	1%	-1%	1%	16%	-0.9%	-2%	-1%	-2%	2%	-6
CCOc1ccc(NC(=S)NC(=O)c2c(Cl)cnn2CC)c([N+](=O)[O-])c1	-21%	-2%	2%	2%	-25%	-0.3%	-6%	-8%	4%	-3%	6
CC(C)Cc1csc(NC(=O)c2ccc(F)cc2)c1C(=O)O	57%	1%	5%	0%	24%	-2.5%	?	11%	-7%	7%	1
O=C(COc1cccc2cccnc12)Nc1ccccc1N1CCOCC1	-53%	1%	0%	-9%	-17%	-0.2%	-3%	-1%	4%	1%	15
O=C(NC(NNc1ccc([N+](=O)[O-])cc1)(C(F)(F)F)C(F)(F)F)c1ccccc1Cl	-8%	-1%	-11%	-9%	-41%	0.0%	-1%	?	-1%	1%	-7
Nc1ccc(-c2cc(N)n(-c3ccccc3)n2)cc1	-23%	-2%	0%	9%	-11%	0.6%	5%	4%	0%	-12%	-1
COc1ccccc1NC(=O)N1CCN(S(C)(=O)=O)CC1	7%	0%	7%	-1%	-13%	0.2%	8%	2%	1%	12%	3
CCN(C(=O)CSc1nnc(-c2ccc3c(c2)OCO3)o1)C1CCS(=O)(=O)C1 (centres undefined)	-4%	-2%	1%	0%	-11%	-0.7%	5%	3%	1%	3%	-1
COc1ccc(-n2c(-c3cccc(C)c3[N+](=O)[O-])n[nH]c2=S)cc1	19%	-6%	-1%	1%	35%	0.4%	-1%	-4%	0%	?	1
NNC(=O)COc1ncn(-c2ccccc2)n1	26%	-2%	.	.	-14%	.	.	0%	0%	.	-1
CC1(C)SC(=S)N(NC(=O)Nc2cccc3ccccc23)C1N(O)C(=O)Nc1ccccc1 (centres undefined)	-63%	-7%	-6%	-5%	20%	7.9%	-7%	-7%	-2%	-3%	0
Cc1ccccc1OCC(=O)N/N=C/c1ccccn1	18%	-1%	0%	-3%	10%	0.0%	5%	0%	-15%	-3%	3
O/N=C/c1ccnc(SCc2ccc(Cl)cc2)n1	?	-1%	-4%	9%	-24%	-0.9%	0%	-5%	-6%	-1%	.
CC(=O)c1ccc(S(=O)(=O)N2CCN(C(=O)c3ccc(COc4ccccc4)o3)CC2)cc1	-51%	0%	2%	-5%	29%	-0.2%	-4%	0%	-5%	0%	7
CCc1cc2c(CN3CCN(C)CC3)cc(=O)oc2cc1O	0%	-6%	1%	-1%	5%	-0.5%	12%	i	-1%	15%	2
NS(=O)(=O)c1ccc(CCNC(=O)/C=C/c2cccc([N+](=O)[O-])c2)cc1	-11%	-2%	3%	-4%	17%	-0.3%	-1%	3%	4%	-20%	2
O=C1c2ccccc2C(=O)N1CCc1c(-c2[nH]c3ccccc3c2CCN2C(=O)c3ccccc3C2=O)[nH]c2ccccc12	5%	4%	.	.	-13%	.	.	0%	-4%	.	.
CCCN(CC(=O)Nc1ccccc1C)C(=O)Cc1c(C)nc2ccccc2c1C	-32%	-4%	-2%	1%	1%	0.3%	-7%	0%	5%	2%	-4
COc1ccc(OC)c(C2C3CN(C(C)C)CC=C3C(C#N)=C(N)C2(C#N)C#N)c1 (centres undefined)	-19%	-12%	12%	-3%	0%	14%	-4%	i	-4%	-7%	7
CCC1SC(CC)C(=O)N(CC(=O)NCc2ccc(F)cc2)C1=O (centres undefined)	-6%	1%	0%	1%	-3%	-0.1%	2%	2%	6%	5%	24
CCOC(=O)c1sc2ccccc2c1OC(=O)c1ccccc1OC	-70%	?	0%	-10%	0%	-0.7%	10%	87%[activator]	-23%	-9%	9
Cc1ccccc1-c1nn(-c2ccc(F)cc2F)cc1CNCCCN(C)C	-49%	-2%	0%	9%	-61%[inhibitor]	-0.5%	1%	16%	0%	3%	2
CCOC(=O)C1=C(COc2ccccc2)NC(=O)NC1c1ccc(Cl)cc1 (centres undefined)	-12%	-4%	3%	0%	7%	0.6%	.	-1%	-9%	-5%	19
Cc1ccc(C(=O)N2CCC(C(=O)NCc3cccnc3)CC2)cc1	0%	-1%	1%	0%	16%	-0.3%	5%	3%	0%	-1%	2
Cc1ccc(C(=O)CCC(=O)Nc2cccc(C(F)(F)F)c2)cc1C	4%	-5%	.	.	6%	.	.	-15%	1%	.	.
CCC(=O)N1CCN(c2ccc(NC(=O)c3c(F)c(F)c(OC)c(F)c3F)cc2)CC1	-1%	-3%	2%	4%	-13%[7.66 µM]	-0.4%	-3%	-2%	.	-2%	20
O=C1NCCN1CCNS(=O)(=O)c1ccc(F)c(Cl)c1	-7%	-7%	1%	1%	-3%	0.1%	-5%	-1%	23%	4%	1
N/C(=N\OC(=O)CC1CCCCC1)c1ccc(Br)cc1	30%	-2%	-1%	28%	11%	-1.4%	17%	0%	7%	-6%	10
N/C(=N\OC(=O)Cc1ccccc1[N+](=O)[O-])c1ccccn1	60%	-1%	1%	?	-4%	0.1%	13%	0%	8%	1%	1
CCn1c(SCC(=O)N/N=C/c2ccccc2OCC(=O)O)nnc1-c1ccc(C)cc1	4%	-2%	-2%	-3%	10%	-0.3%	0%	-2%	4%	-26%	-1
CC1=CC(=C2N=C(c3ccccc3)OC2=O)C=C(C)O1	-37%	?	1%	7%	1%	0.3%	?	-18%	2%	6%	2
Nc1ncccc1OCc1cccc(C(F)(F)F)c1	0%	0%	1%	-2%	30%	-0.1%	-8%	-3%	-4%	4%	-9
CCCn1nnc(NC(=O)Cc2ccccc2)n1	46%	-7%	2%	0%	9%	-0.6%	-8%	3%	-4%	-12%	1
COc1cc(=O)[nH]c(=O)n1CC(=O)c1ccccc1	-4%	0%	-2%	2%	-7%	-0.4%	-7%	0%	2%	6%	-2
NNC(=O)c1ccc(S(=O)(=O)N2CCc3ccccc32)cc1	-54%	0%	-6%	-1%	-6%	-1.0%	-10%	-1%	2%	-17%	4
O=C(CN(CCc1ccccc1)C(=O)c1csnn1)NCc1ccc(F)cc1	-9%	-1%	-1%	-4%	-11%	0.4%	1%	4%	2%	4%	10
